JMJD2A Tudor = qHTS Assay for Inhibitors of JMJD2A-Tudor Domain; AlphaScreen JMJD2A-Tudor / H3K4me3 peptide binding; 390,000 compounds, 4.4% hits; Potency, µM (series often up to 114 µM), for the others: top-dose activity change, negative = inhibition, hits mostly inhibitors; further: potency means the concentration at half of the fitted maximal effect; on the % scale 0 is the no-effect control and ±100 the full control effect; nearly all actives have a fitted effect of over 50% in size
PI4K2A block = qHTS for small molecular inhibitors of PI4K2A; activity change, negative = inhibition, % at 76.9 µM; purified PI4K2A, ADP-Glo luminescence, 1 h; stronger effect = lower value; AID 1346378, 2018; Phosphatidylinositol 4-kinase type 2-alpha (Homo sapiens), Q9BTU6; 420,000 compounds, 0.13% hits; in the data active means activity change below about -50%; inconclusive means mostly about -30% to -49%;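 further: -100% = wells without enzyme as full effect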
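In this quantitative HTS, ADP production by PI4K2A was quantified luminescently after 1 h at ambient temperature; 100 microM adenosine served as plate-quality control.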
BAZ2B block = qHTS Assay for Inhibitors of BAZ2B; Bromodomain adjacent to zinc finger domain protein 2B (Homo sapiens), Q9UIF8; AlphaScreen BAZ2B-H3K14Ac peptide displacement; Potency, µM (highest dose often 114 µM), for the others: at the highest dose activity change, negative = inhibition, hits mostly inhibitors; 360,000 compounds, 4.4% hits; AID 504333, 2011; further: potency means the concentration at half of the fitted maximal effect; on the % scale 0 is the no-effect control and ±100 the full control effect; nearly all actives have a fitted effect of over 60% in size
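BAZ2B 50 nM plus b-H3(5-23)K14Ac 50 nM, PBS pH 7.4/0.01% Tween-20, 30 min RT; compound added (max 110 uM), 30 min RT; streptavidin donor/Ni-chelate acceptor beads 10 ug/mL final, 20 min dark; AlphaScreen read.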
HP1b binding inh = HTS for Inhibitors of HP1-beta Chromodomain Interactions with Methylated Histone Tails. Chromobox protein homolog 1 (Homo sapiens), P83916. AlphaScreen HP1-beta / biotin-H3K9me3 peptide binding. Potency, µM (top dose mostly 114 µM), inactives show top-dose activity change, negative = inhibition, hits mostly inhibitors. 390,000 compounds, 0.56% hits. AID 540317, 2011; further: potency means the concentration at half of the fitted maximal effect; nearly all actives have a fitted effect of over 70% in size; inactives centre near 23
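AlphaScreen: HP1-beta (50 nM) preformed 30 min with biotin-H3(1-18)K9me3 peptide (50 nM) in PBS pH 7.4, 0.01% Tween-20. Compound added for 30 min at RT, then streptavidin donor/nickel chelate acceptor beads (10 ug/mL) for 30 min.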
Pin1 inhibitor = qHTS Assay to Find Inhibitors of Pin1 | Peptidyl-prolyl cis-trans isomerase NIMA-interacting 1 (Homo sapiens), Q13526 | Pin1 FP peptide displacement, HiFluor488, 10 min | Potency, µM (top dose mostly 115 µM), inactives show at the highest dose activity, negative = inhibition, actives largely listed as inhibitors | 390,000 compounds, 0.009% hits | AID 504891, 2011; active means well fitted inhibition curve with a large enough effect in the polarisation, with a control signal flat, not every such curve was filed as active; inconclusive means small, poorly fitted or top-dose-only effect, or effect the other way, or a change in a side signal; inactive means no such curve, though single readings can be large or run the other way; the % refers to the polarisation; further: potency means the concentration at half of the fitted maximal effect; on the % scale 0 is the no-effect control and ±100 the full control effect
Target sequence (Q13526 whole entry, looked up): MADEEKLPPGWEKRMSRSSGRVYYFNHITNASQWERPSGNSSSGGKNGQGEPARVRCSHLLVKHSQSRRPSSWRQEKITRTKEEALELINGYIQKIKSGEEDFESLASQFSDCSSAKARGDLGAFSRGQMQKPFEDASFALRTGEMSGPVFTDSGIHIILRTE
GLS inhibitor = qHTS for Inhibitors of Glutaminase (GLS); Potency, µM (series often up to 45.5 µM), inactives show top-dose activity change, negative = inhibition, hits mostly inhibitors; 410,000 compounds, 0.21% hits; Glutaminase kidney isoform, mitochondrial (Homo sapiens), O94925; AID 624170, 2012; GLS enzymatic activity, qHTS titration; further: potency means the concentration at half of the fitted maximal effect; on the % scale 0 is the no-effect control and ±100 the full control effect
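Assay buffer: 45 mM KH2PO4 pH 8.2, 0.02% Tween-20. hKGA acts on L-glutamine (1 mM solution added); product glutamate is reported by an oxidase/peroxidase Amplex Red coupling, with fluorescence taken at baseline and 30 min.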
Tb PGK inh = qHTS Assay to Find Inhibitors of Phosphoglycerate Kinase. PGK/GAPDH coupled, Kinase-Glo luminescence, 60 min. AID 602233, 2012. 380,000 compounds, 0.043% hits. Phosphoglycerate kinase, glycosomal (Trypanosoma brucei brucei), P07378. Potency, µM (series often up to 57.5 µM), without a hit: at the highest dose activity change, negative = inhibition, actives largely listed as inhibitors; further: potency means the concentration at half of the fitted maximal effect; on the % scale 0 is the no-effect control and ±100 the full control effect; nearly all actives have a fitted effect of over 60% in size
Target sequence (P07378 whole entry, looked up): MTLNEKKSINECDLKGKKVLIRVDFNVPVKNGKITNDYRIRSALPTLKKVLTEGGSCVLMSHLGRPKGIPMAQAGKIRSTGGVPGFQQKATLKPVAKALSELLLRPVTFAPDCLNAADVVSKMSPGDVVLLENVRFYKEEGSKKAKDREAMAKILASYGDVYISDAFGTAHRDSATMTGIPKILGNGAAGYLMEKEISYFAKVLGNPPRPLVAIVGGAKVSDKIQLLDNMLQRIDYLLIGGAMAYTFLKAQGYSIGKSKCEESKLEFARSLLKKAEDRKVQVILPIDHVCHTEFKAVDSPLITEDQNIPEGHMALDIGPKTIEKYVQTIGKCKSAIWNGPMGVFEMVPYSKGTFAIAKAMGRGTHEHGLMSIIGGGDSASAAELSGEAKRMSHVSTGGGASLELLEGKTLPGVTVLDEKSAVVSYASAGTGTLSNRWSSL
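Luminescent ATP detection (Kinase-Glo Plus) follows a 60-minute room-temperature incubation, with wells lacking PGK as controls. Buffer: 100 mM TEA (pH 7.6), 5 mM MgCl2, 0.01% Tween-20. Coupling enzyme GAPDH (100 nM final) supplies unstable 1,3-BPG in-well.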
G9a inh = qHTS Assay for Inhibitors of Histone Lysine Methyltransferase G9a; Potency, µM (highest dose often 102 µM), without a hit: at the top dose activity, negative = inhibition, actives largely listed as inhibitors; AID 504332, 2011; G9a H3K9 monomethylation, AlphaScreen, 2 h; 350,000 compounds, 8.8% hits; further: potency means the concentration at half of the fitted maximal effect; on the % scale 0 is the no-effect control and ±100 the full control effect; nearly all actives have a fitted effect of over 75% in size
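AlphaScreen read-out: biotin-H3K9 peptide (500 nM) methylation by 20 nM enzyme with 20 uM SAM, 2 h at room temperature after 15 min compound preincubation; anti-monomethyl H3K9 antibody plus donor/acceptor beads, 10 min dark.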
ERG Ets-DNA blk = qHTS for Small Molecule Inhibitors of the ERG Ets/DNA interaction; Transcriptional regulator ERG (Homo sapiens), P11308; fluorescence polarization, His-ERG Ets domain / labelled DNA; Potency, µM (highest dose often 76.9 µM), for inactives: at the highest dose FP activity, negative = inhibition, most hits filed as inhibitors; 370,000 compounds, 0.028% hits; AID 624246, 2012; active means well fitted inhibition curve with a large enough effect in the polarisation, with a control signal flat; inconclusive means small, poorly fitted or top-dose-only effect, or effect the other way, or a change in a side signal; inactive means no such curve, though single readings can be large or run the other way; the % refers to the polarisation;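 further: polarization taken with two DNA probes labelled with fluorescein and Texas red; potency means the concentration at half of the fitted maximal effect; % of control where 0% means no effect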
Target sequence (P11308 whole entry, looked up, the tested form may be a part): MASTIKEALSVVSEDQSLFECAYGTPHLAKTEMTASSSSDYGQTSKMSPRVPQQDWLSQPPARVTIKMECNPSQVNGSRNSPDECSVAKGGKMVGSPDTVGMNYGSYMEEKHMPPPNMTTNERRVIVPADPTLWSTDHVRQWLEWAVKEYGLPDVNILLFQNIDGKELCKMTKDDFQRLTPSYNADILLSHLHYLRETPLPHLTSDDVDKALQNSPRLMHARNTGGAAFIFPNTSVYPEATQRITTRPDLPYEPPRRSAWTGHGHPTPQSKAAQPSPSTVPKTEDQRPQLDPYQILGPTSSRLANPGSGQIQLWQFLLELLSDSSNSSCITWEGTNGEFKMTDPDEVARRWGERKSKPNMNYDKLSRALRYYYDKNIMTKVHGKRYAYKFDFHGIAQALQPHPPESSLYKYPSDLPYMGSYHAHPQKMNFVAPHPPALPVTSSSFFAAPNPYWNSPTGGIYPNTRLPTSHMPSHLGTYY
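His-tagged ERG Ets domain (1 uM in the protein solution; 300mM KCl, 50mM Tris-HCl, 1mM EDTA, 1mM DTT, pH 7.5) received compound, then a probe mix of 5 nM fluorescein-DNA and 100nM Texas-615-DNA. Fluorescence polarization was read for both dyes.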
* marks the source's active call; other numbers are inactive results; i = inactive; u = inconclusive; x = not tested or not shown; & = joins results of further samples; ! = a repeat was not active; [ ] = dose if it differs, or a comment. Unless noted, the call rests on the fitted dose curve; in most records, active means well fitted curve in the direction sought with a large enough effect; inconclusive means small, poorly fitted or top-dose-only effect, or another doubt; inactive means no such curve, though single readings can be large; an effect the other way counts as inactive or inconclusive.

Fields: JMJD2A Tudor	PI4K2A block	BAZ2B block	HP1b binding inh	Pin1 inhibitor	GLS inhibitor	Tb PGK inh	G9a inh	ERG Ets-DNA blk
CC12CCC(=O)N1C(C(=O)Nc1nc(-c3ccccc3Cl)cs1)CS2 (stereo unspecified)
→ -35%	-1	-9%	-3%	0%	7%	2%	50µM*	-5%
CC(=O)Nc1ccc(NC(=O)Cc2ccc(S(=O)(=O)N3CCCCC3)s2)cc1
→ u	-5	u	8%	10%	-3%	-10%	u	6%
COc1ccc(CN2CCN(Cc3ccc(CO)o3)CC2CCO)cc1C (stereo unspecified)
→ -10%	1	-13%	33%	-1%	15%	9%	11%	-9%
C[C@H](O)[C@@H]1C(=O)N2CCc3ccc(N4CCOCC4)cc3[C@@H]2C[C@@H]1N(C)C(=O)Nc1ccccc1
→ -10%	-1	x	52%[activator]	-5%	17%	i	x	-5%
Cc1cccc(-c2noc(CN(C)C(=O)c3ccc4c(c3)OCO4)n2)c1
→ 7%	-5	9%	59%[activator]	-2%	-1%	5%	27%	12%
Cc1csc(NC(=O)c2ccc(C)o2)n1
→ -13%	-7	2%	16%	4%	-9%	-3%	0%[59 µM]	9%
CC1=NN(C(=O)CCc2ccccc2)C(O)(c2ccncc2)C1 (stereo unspecified)
→ -2%	-15	-25%	40%[activator]	-5%	5%	5%	1%[12.7 µM]	-4%
CCOC(=O)N1CCN(c2nnc(-c3ccccc3)c3ccccc23)CC1
→ -14%	-10	0%	-4%	4%	2%	-11%	21%	7%
CCN(CC)C(=O)COc1ccc(CC(=O)O)cc1OC
→ 1%	12	-2%	26%	-2%	14%	6%	-2%	0%
Cc1cc(=O)n2[nH]c(C(F)(F)F)c(-c3ccccc3)c2n1
→ -7%	3	-6%	30%	3%	2%	10%	5%[0.501 µM]	1%
O=c1n(Cc2ccccc2)nc2n1-c1cc(Cl)ccc1OC2
→ 52%[activator]	-3	39%	44%[activator]	-3%	13%	-4%	32%[59 µM]	-2%
CSCCC(Nc1ncnc2ccc(Br)cc12)C(=O)O (stereo unspecified)
→ u	1	6%	9%	-7%	10%	-1%[11.5 µM]	-2%[59 µM]	x
Cn1cc(S(=O)(=O)N2CCCC2)cc1C(=O)NCCc1ccccc1
→ -13%	3	9%	25%	3%	5%	-3%	x	-10%
CCOc1ccc(CCNC(=O)COC(=O)C2CCN(c3ccc(C(F)(F)F)cn3)CC2)cc1OCC
→ -24%	1	0%	7%	-4%	2%	7%	5%	11%
CN(C)c1ccc(CN(CC2CCCO2)C(=O)c2ccc(Br)cc2)cc1 (stereo unspecified)
→ 50µM*	2	40µM*	u	0%	5%	-1%	14µM*	1%
CCn1c(SCC(=O)NC2CC2)nnc1C(C)Oc1ccccc1 (stereo unspecified)
→ u	0	-11%	42%[activator]	-3%	0%	-4%	-12%	0%
Cc1cc(C)nc(SCC(=O)N/N=C/c2cccn2-c2cccc(C(F)(F)F)c2)n1
→ u	-3	u	-23%	-7%	17%	8%	u	-3%
Cc1sc(NC(=O)c2ccco2)c(CN2CCN(c3ccccn3)CC2)c1C
→ u	-5	u	u	6%	18%	-6%	u	6%
CCCNc1c(NS(=O)(=O)c2ccc(NC(=O)CC)cc2)c(=O)oc2ccccc12
→ -4%	-1	-16%	37%	0%	20%	3%	70%[activator]	-8%
Cc1c(C(=O)NCc2ccc3c(c2)OCO3)oc2ccc(S(=O)(=O)N3CCCC3)cc12
→ -9%	-4	-5%	28%	3%	3%	-3%	-48%[59 µM]	1%
CC(C)C(=O)Nc1ccc(-c2nc3cccnc3o2)cc1
→ -13%	1	-2%	22%	2%	11%	2%	20%[12.7 µM]	-4%
O=C(CN1CCCCCCC1)N/N=C/c1ccc(F)cc1F
→ u	-2	-6%	u	-3%	20%	-11%	22µM*	-10%
CCc1cccc(CC)c1NC(=O)Cn1nnc2sc(-c3ccccc3)cc2c1=O
→ -14%	2	-4%	26%	2%	9%	x	10%[59 µM]	1%
COc1ccc(C2=NOC(Cn3c(Cc4ccc(Cl)cc4)nc4c3c(=O)n(C)c(=O)n4C)C2)cc1 (stereo unspecified)
→ -11%	5	0%	1%	5%	-12%	i	2%	1%
CC1CCCN(S(=O)(=O)c2ccc(S(=O)(=O)N3CCCN(Cc4ccccc4)C3)cc2)C1 (stereo unspecified)
→ 3%	3	0%	43%[activator]	-2%	-2%	0%	-6%[59 µM]	-4%
COc1cnc(-c2ccccn2)nc1Sc1ccc(F)cc1
→ u	-5	28µM*	13%	3%	2%	8%	-3%	-5%
CCCCC(=O)NC(=S)Nc1c(C)cc(Br)cc1C
→ u	3	-22%	26%	-1%	-4%	x	10µM*	3%
Cc1ccccc1NS(=O)(=O)c1nnc(NC(=O)c2ccccc2C)s1
→ u	1&-3	28µM*!	25%&-6%	-4%&-6%	7%&11%	6%&-3%	-39%[59 µM]	3%&-7%
COc1ccc2cc(CCNC(=O)c3cccc([N+](=O)[O-])c3)c(=O)[nH]c2c1
→ -9%	0	x	40%[activator]	0%	6%	5%	-34%	-1%
O=C(NCC1CCCO1)c1csc2c1CCCC2 (stereo unspecified)
→ -8%	0	3%	18%	2%	4%	5%	-32%	x
COCCN(CCOC)C(=O)COC(=O)c1ccc(Cl)c(S(=O)(=O)N(C)c2ccccc2)c1
→ -14%	-6	-14%	20%	-9%	0%	-5%	18%[59 µM]	12%
CCN(CC(=O)Nc1ccccc1C(F)(F)F)C(=O)c1oc2ccc(OC)cc2c1C
→ -15%	-2	10%	6%	0%	11%	16%	22%[12.7 µM]	-11%
Cc1cc(C)nc(N/N=C/c2cccc([N+](=O)[O-])c2)n1
→ -12%	4	-37%	34%	-1%	3%	-2%	u	-2%
CC(C)n1c(NCc2ccccc2O)nc2ccccc21
→ -8%	2	-6%	26%	-1%	4%	-11%	33%	-9%
CCn1nc(C(=O)NCC(c2cccs2)N2CCOCC2)c2ccccc2c1=O (stereo unspecified)
→ -3%	-16	3%	28%	0%	3%	-2%	29%	9%
CCCCC(=O)N1CCN(c2nc3ccc(OCC)cc3s2)CC1
→ 21%	5	-14%	23%	1%	-7%	-10%	-10%	-3%
CCn1c(Cc2ccccc2)nnc1SCC(=O)Nc1nccs1
→ -8%	4	-2%	12%	9%	3%	0%	-4%[2.33 µM]	-5%
CCOCCCNc1ncc2c(n1)CC(c1ccc(C)cc1)CC2=O (stereo unspecified)
→ -3%	2	0%	13%	-5%	8%	-6%	4%	-7%
COC(=O)c1sc(N2C(=O)c3oc4ccccc4c(=O)c3C2c2cccs2)nc1C (stereo unspecified)
→ -4%	3	-4%	21%	-5%	7%	0%	14µM*	-1%
O=C(NCCN1CCOCC1)C1CCC(CNS(=O)(=O)c2ccccc2)CC1 (stereo unspecified)
→ -3%	1	-11%	29%	-7%	1%	1%	0%	-7%
O=[N+]([O-])c1cc([N+](=O)[O-])c2cccnc2c1Oc1ccccc1O
→ 22µM*	-15	28µM*	71µM*	-9%	u	-8%	3.2µM*	13%
CCN(CC)C(=O)c1sc2nc(-c3ccncc3)[nH]c(=O)c2c1C
→ -5%	4	-2%	38%	-2%	-6%	-2%	26%[59 µM]	6%
Cc1ccc(C(=O)N2CCOCC2)cc1[N+](=O)[O-]
→ -4%	3	0%	19%	-6%	8%	5%	u	4%
CCOC(=O)CSc1nc2ccc(NC(=O)COc3ccccc3C)cc2s1
→ -2%	2	-1%	58%[activator]	25%	-9%	-5%	-5%[59 µM]	-1%
CCOc1ccc(C(=O)OCC(=O)NCc2ccccc2)cc1OCC
→ -12%	-5	9%	19%	2%	3%	-1%	11%[2.33 µM]	14%
CC1=NNC(=O)C1CCC(=O)N/N=C\c1ccccc1[N+](=O)[O-] (stereo unspecified)
→ -21%	5	-3%	12%	0%	15%	-8%	10%[59 µM]	-10%
C/C(N)=C(/C#N)C(=O)COC(=O)CSc1ccccc1
→ -6%	6	-12%	16%	5%	10%	-2%	2%	2%
CC1=NC(=O)C(N=Nc2ccccc2C(=O)O)N1c1ccccc1 (stereo unspecified)
→ u	-4	28µM*	-13%	2%	1%	-25%	-12%[12.7 µM]	7%
CN(C(=O)COc1ccc2c(-c3ccccc3)cc(=O)oc2c1)C1CCS(=O)(=O)C1 (stereo unspecified)
→ -8%	-2	-12%	25%	2%	0%	2%	7%	16%
Nc1ccccc1SCC(=O)Nc1nc(-c2ccccc2)cs1
→ u	6	u	-7%	-3%	0%	5%	x	1%

Compound activity (PubChem BioAssay)
